ABHD4 inh: inhibits mouse alpha/beta hydrolase domain 4 | 370,000 tested, 0.54% active | inhibition, % at 8.92 µM | Q8VD66 | purified mABHD4, FP-Rh probe fluorescence polarization;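 active means inhibition exceeding the mean over every tested compound plus 3 SD, cut at about 30% in these data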;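 further: 0% = plate median of compound wells and 100% = S159A mutant with DMSO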
Target sequence (Q8VD66 whole entry, looked up, the tested form may be a part): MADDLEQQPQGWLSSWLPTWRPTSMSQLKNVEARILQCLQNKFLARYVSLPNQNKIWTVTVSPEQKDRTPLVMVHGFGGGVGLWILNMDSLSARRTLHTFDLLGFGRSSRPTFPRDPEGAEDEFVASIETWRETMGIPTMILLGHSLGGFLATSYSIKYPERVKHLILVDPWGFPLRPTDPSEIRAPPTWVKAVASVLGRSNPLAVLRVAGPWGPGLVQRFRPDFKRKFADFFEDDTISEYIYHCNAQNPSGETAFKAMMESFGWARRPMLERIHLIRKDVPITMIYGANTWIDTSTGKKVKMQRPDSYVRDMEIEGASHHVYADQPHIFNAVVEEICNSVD
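assay system = mABHD4 protein | compound dosing = single nominal dose of 8.92 µM, 0.89% DMSO final | read-out basis = percent inhibition of probe binding, normalized to plate controls | schedule = Enzyme–compound pre-incubation 45 min, then probe 60 min, both 25 °C | detection = fluorescence polarization, excitation 525 nm, emission 598 nm, BODIPY TMR filters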
LEDGF integ inh: blocks HIV-1 LEDGF/p75-dependent DNA integration | TR-FRET IN-LEDGF/p75 DNA integration, Eu/Cy5 | inhibition, % at 3.7 µM | 370,000 tested, 0.64% active;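 active means inhibition above the screen-wide mean plus 3 SD, cut at about 13% in these data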;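 further: signal is the Cy5 over europium emission ratio at 671 and 618 nm; 0% = plate median of compound wells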
SIAE inh: human SIAE inhibition, primary screen; Q9HAT2; SIAE FP-Rh probe binding, fluorescence polarization; AID 1053197; 370,000 tested, 0.69% active; inhibition, % at 9.66 µM;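 active means inhibition above a cutoff: mean of compounds within the control limits plus 3 SD of those, cut at about 17% in these data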;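 further: 0% = plate median of compound wells and 100% = probe without SIAE protein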
Tn7 DDE FP: disrupts Tn7 cyclic peptide binding to fibrin D-Dimer-E complex | P02675 | FP displacement of FITC-Tn7 peptide from fibrin DD(E); 0% = median of compound wells per plate | inhibition, % at 8.3 µM | 370,000 tested, 0.13% active;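 active means inhibition above the mean of compounds falling within the control limits plus 3 SD of them, cut at about 14% in these data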;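 further: 0% = plate median of compound wells and 100% = 10 µM Aha-Tn7 peptide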
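Test system – human fibrin DD(E) · Times – 10 min preincubation, 3 h with tracer, room temperature · Detection – fluorescence polarization of the labelled Tn7 tracer · Measure – percent inhibition normalized to high-control wells · Benchmarks – high control wells with 10 µM unlabelled Aha-Tn7 peptide (full inhibition) · Repeats – singlicate testing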
UHRF1 binding: human UHRF1 methylated DNA binding inhibitors. 370,000 tested, 0.75% active. Q96T88. AID 687016. inhibition, % at 4.4 µM. UHRF1 binding to methylated oligo, TR-FRET; in the data active means inhibition above about 21%;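 further: UHRF1 SRA domain binding a hemimethylated CpG hairpin DNA probe; 0% = median of test compound wells and 100% = reference inhibitor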
HTRA1 inh: inhibitors of human serine peptidase HTRA1. Q92743. inhibition, % at 5.96 µM. 340,000 tested, 0.5% active. recombinant HTRA1, FP-rhodamine activity-based probe, fluorescence polarization; in the data active means inhibition above about 36%;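 further: 0% = enzyme with DMSO and 100% = wells lacking enzyme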
PRMT1 inh: blocks human protein arginine methyltransferase 1. inhibition, % at 2.79 µM. Q99873. recombinant PRMT1, activity-based probe fluorescence polarization. AID 652257. 370,000 tested, 1.3% active;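 active means inhibition above about 21% made by adding two undisclosed values, limit read from the data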
Target sequence (Q99873 whole entry, looked up): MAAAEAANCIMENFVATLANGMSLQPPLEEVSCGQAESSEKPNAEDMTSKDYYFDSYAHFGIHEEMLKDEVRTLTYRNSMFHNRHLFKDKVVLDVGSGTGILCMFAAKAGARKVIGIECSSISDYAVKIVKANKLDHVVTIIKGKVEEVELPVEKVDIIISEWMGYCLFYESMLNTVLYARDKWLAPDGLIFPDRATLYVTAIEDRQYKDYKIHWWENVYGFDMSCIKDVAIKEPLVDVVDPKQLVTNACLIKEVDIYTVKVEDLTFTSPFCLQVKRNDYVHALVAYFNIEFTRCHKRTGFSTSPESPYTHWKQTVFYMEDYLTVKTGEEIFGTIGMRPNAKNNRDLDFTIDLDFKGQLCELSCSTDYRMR
TCR CD3 inh: inhibitors of human TCR-CD3 interaction | TAMRA-labeled TCR probe fluorescence, biochemical | AID 651800 | 360,000 tested, 0.37% active | inhibition, % at 9.4 µM; in the data active means inhibition above about 19%;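 further: recombinant mutant TCR 2C K166C tagged with TAMRA read by polarization; 0% = receptor in buffer alone and 100% = receptor with positive control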
PG9 binder: PG9 antibody binding by small molecule. TR-FRET gp120-PG9 antibody binding. 360,000 tested, 0.43% active. inhibition, % at 6.7 µM. AID 624416; in the data active means inhibition above about 8.5%
TDP2 absorb: TDP2 (human) inhibition, absorbance primary screen. 370,000 tested, 0.34% active. AID 720702. recombinant TDP2, T5PNP hydrolysis, p-nitrophenol absorbance 415 nm. inhibition, % at 12.8 µM;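 active means inhibition above the mean of all tested compounds plus 3 SD, set per campaign, cut at about 25% in these data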;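 further: 0% = DMSO with enzyme and 100% = buffer with substrate but no TDP2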
Target sequence (O95551 whole entry, looked up): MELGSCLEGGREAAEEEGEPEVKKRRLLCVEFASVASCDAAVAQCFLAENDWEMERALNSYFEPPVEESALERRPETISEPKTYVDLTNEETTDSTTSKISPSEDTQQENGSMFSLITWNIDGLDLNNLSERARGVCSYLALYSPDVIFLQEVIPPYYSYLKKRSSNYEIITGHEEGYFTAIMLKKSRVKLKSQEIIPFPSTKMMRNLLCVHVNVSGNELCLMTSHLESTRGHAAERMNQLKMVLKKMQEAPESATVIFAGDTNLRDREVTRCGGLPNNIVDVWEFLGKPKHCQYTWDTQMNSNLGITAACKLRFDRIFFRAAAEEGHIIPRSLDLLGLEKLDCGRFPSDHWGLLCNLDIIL
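Assay system: Recombinant human TDP2 | Quantity: 120 nM TDP2 per well | Incubation: 2 h at 37 °C | Signal: Epi absorbance | Evaluation: Percent inhibition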
Starred values were filed as active, the others as inactive; . = not tested or not shown.

SMILES	ABHD4 inh	LEDGF integ inh	SIAE inh	Tn7 DDE FP	UHRF1 binding	HTRA1 inh	PRMT1 inh	TCR CD3 inh	PG9 binder	TDP2 absorb
COc1ccc(OC)c(S(=O)(=O)CC(O)COc2ccccc2Cl)c1 (stereo not given)	5.7	-2.0	1.6	-2.2	-0.5	-6.4	1.5	2.4	0.1	1.9
COc1ccc(-n2c(C)cc(/C=C3\C(=O)NN(c4ccccc4)C3=O)c2C)cc1	-0.7	-0.7	3.8	-4.2	-0.5	1.4	1.4	-1.1	-1.1	-4.7
Cc1ccc(CNC(=O)c2ccc(N3CCC4(CC3)CC(c3ccccc3)=NO4)c(NC(=O)c3ccc(Br)cc3)c2)cc1	-3.8	-0.6	-25.1	-5.7	0.0	-50.2	-0.8	-1.7	0.0	9.5
COc1cccc(C2C(C(=O)c3cc4ccccc4o3)=C(O)C(=O)N2c2cc(C)on2)c1OC (stereo not given)	20.4	-0.1	-0.4	1.4	-1.8	-3.0	2.1	-10.7	19.2*	-4.3
Cn1c(=O)c2c(ncn2CCC(=O)N/N=C/c2ccncc2)n(C)c1=O	3.1	2.7	1.4	-8.5	0.8	10.6	-4.6	5.0	-2.1	-9.1
Cc1ccc(NC(=O)C2=NNC(=O)CC2)cc1F	-2.6	-2.3	-7.7	0.2	4.4	1.8	6.8	-0.8	1.2	-19.9
Cc1ccc2cc(C)c(NCCO)nc2c1	-1.7	2.5	1.5	2.7	-3.2	2.3	-4.2	3.1	-1.9	2.1
CCn1c(CNC(=O)c2ccco2)nnc1SCC(=O)Nc1cc(C)c(C)cc1Br	1.0	-3.4	-0.6	-2.0	-0.4	-1.2	0.4	1.6	-1.1	6.2
O=c1cc(-c2ccccc2)nc2cc(-c3ccc(Br)cc3)[nH]n12	-0.9	-6.2	3.4	0.8	-2.9	-2.6	0.1	-5.1	1.2	9.5
CCCOc1ccc(F)cc1-c1cc(C(=O)Nc2ccc(OC)cc2C)[nH]n1	-5.5	-0.6	-5.9	2.6	-1.2	.	-2.0	2.8	-0.5	8.7

4 records picked at random from those above:
SMILES	ABHD4 inh	LEDGF integ inh	SIAE inh	Tn7 DDE FP	UHRF1 binding	HTRA1 inh	PRMT1 inh	TCR CD3 inh	PG9 binder	TDP2 absorb
CCn1c(CNC(=O)c2ccco2)nnc1SCC(=O)Nc1cc(C)c(C)cc1Br	1.0	-3.4	-0.6	-2.0	-0.4	-1.2	0.4	1.6	-1.1	6.2
COc1ccc(OC)c(S(=O)(=O)CC(O)COc2ccccc2Cl)c1 (stereo not given)	5.7	-2.0	1.6	-2.2	-0.5	-6.4	1.5	2.4	0.1	1.9
Cc1ccc(CNC(=O)c2ccc(N3CCC4(CC3)CC(c3ccccc3)=NO4)c(NC(=O)c3ccc(Br)cc3)c2)cc1	-3.8	-0.6	-25.1	-5.7	0.0	-50.2	-0.8	-1.7	0.0	9.5
CCCOc1ccc(F)cc1-c1cc(C(=O)Nc2ccc(OC)cc2C)[nH]n1	-5.5	-0.6	-5.9	2.6	-1.2	.	-2.0	2.8	-0.5	8.7

The list continues:
SMILES	ABHD4 inh	LEDGF integ inh	SIAE inh	Tn7 DDE FP	UHRF1 binding	HTRA1 inh	PRMT1 inh	TCR CD3 inh	PG9 binder	TDP2 absorb
CC(NC(=O)C1CCN(S(=O)(=O)c2cc([N+](=O)[O-])ccc2Cl)CC1)c1ccccc1 (stereo not given)	-1.4	1.0	4.5	4.8	20.6	-0.7	-1.5	3.9	-1.2	2.4
Cc1cc(NC(=O)c2ccc(C#N)cc2)n(-c2ccccc2)n1	3.4	1.3	0.8	4.2	-0.8	-4.7	0.3	0.3	1.6	2.9
O=C(Nc1ccccc1)C1(c2ccccc2)CC1(Cl)Cl (stereo not given)	-12.0	-2.7	-6.0	9.8	2.7	-16.1	3.8	-4.3	0.0	-4.1
Cc1ccc(S(=O)(=O)N2[C@@H](c3ccccc3)C(C(=O)O)=CC[C@H]2c2ccc(C(C)C)cc2)cc1	-11.2	4.7	-10.4	-5.8	4.5	-59.1	6.3	-6.9	0.0	-11.3
CCOc1ccc(COC(=O)C2CC(=O)N(CCc3ccccc3)C2)cc1OC (stereo not given)	2.5	-4.9	5.0	-1.2	-3.5	6.8	-1.9	-4.2	-1.6	0.9
CCOc1ccc(CN(C(=O)c2cc3ccccc3oc2=O)C2CCS(=O)(=O)C2)cc1 (stereo not given)	0.9	-1.1	-3.1	1.5	-2.3	1.1	-1.6	4.2	0.2	1.3
COC(=O)c1cc(NC(=O)Nc2cc(OC)ccc2OC)cc(C(=O)OC)c1	-2.5	-0.9	-2.7	-2.5	5.6	-3.7	-0.2	-1.4	0.2	2.2
N#Cc1c(-c2ccc(Br)cc2)nc2n(c1=O)CCCS2	-7.0	1.8	-2.9	-5.6	4.4	-5.0	6.6	-0.7	2.8	4.7
Cc1ccc(C(=O)NCC(=O)Nc2ccc3c(c2)CCC3)cc1C	-1.4	-0.5	1.6	1.7	0.6	-4.7	1.4	2.3	-1.4	5.2
COc1cc(NC(=S)N2CCOCC2)c(OC)cc1Cl	0.8	-3.2	3.3	1.3	-3.3	.	-1.9	-6.8	0.7	23.7
CC(C)CN(C(=O)c1ccc(=O)n(C)n1)c1nc2ccccc2s1	3.1	-0.5	-4.3	5.1	-3.4	-6.4	0.3	1.1	-0.1	-2.2
Cc1noc(NS(=O)(=O)c2ccc(N/C=C\C(=O)c3ccc(Br)cc3)cc2)c1C	2.6	-4.1	-8.0	-5.0	14.2	-13.4	9.9	4.4	1.0	-10.3
Cc1cc2nc(CCN(C(=S)NCC(C)C)C3CCCC3)[nH]c2cc1C	42.3*	-1.4	-3.9	-2.9	2.5	-42.3	4.9	-6.7	-1.1	-8.9
COc1ccc(CN2C(=O)CN(S(C)(=O)=O)CC2(C)C(=O)Nc2ccc3c(c2)OCCO3)cc1OC (stereo not given)	6.8	2.4	5.2	-5.2	0.6	.	3.5	4.1	-0.3	-0.8
CS(=O)(=O)n1nc(-c2ccc(Cl)cc2)nc1SCc1ccccc1	-13.1	-0.8	-11.4	-3.0	9.0	-28.7	-1.2	-2.7	-3.0	3.7
COc1cccc(/C=N/NC(=O)CNC(=O)C2COc3ccccc3O2)c1O (stereo not given)	2.4	-5.9	5.3	1.3	2.9	-0.8	0.3	-1.3	0.1	-7.5
Cn1c(=O)c2c(nc(N/N=C/c3cccnc3)n2Cc2ccc(F)cc2)n(C)c1=O	3.4	6.3	1.2	1.8	1.2	4.7	-6.1	-2.4	0.9	-23.5
O=C(c1cc(C(=O)N2CCN(c3ccc(F)cc3)CC2)cc([N+](=O)[O-])c1)N1CCN(c2ccc(F)cc2)CC1	4.6	1.1	0.0	0.5	-1.7	2.1	0.7	-1.1	0.0	2.6
COc1ccc(CN2C(=O)CN(C3CCCCCC3)C(=O)C2c2ccc(F)cc2)cc1 (stereo not given)	0.9	-3.2	-0.7	5.4	0.0	-0.1	0.7	6.6	-0.8	15.6
COc1ccccc1NC(=O)N(Cc1ccccc1)C1=NCC(C)S1 (stereo not given)	0.4	-0.2	4.6	-9.4	1.1	2.0	-1.9	2.2	-1.0	-11.9
CCC(=O)Nc1cccc(C(=O)/C=C/c2cccs2)c1	-7.1	-1.6	-12.3	5.3	-0.4	-16.8	5.7	2.4	0.1	-0.5
CCCCCCCCCn1ccc(=N)cc1	-8.6	0.8	1.7	-1.8	0.0	17.4	3.5	2.2	1.8	4.7
COc1ccc(CNC(=O)CC2(CC(=O)O)CCCCC2)cc1	1.2	2.2	-1.2	-2.3	-3.3	0.6	-1.5	-0.7	-0.4	-1.8
N#Cc1c2n(c3c(=S)nc[nH]c13)CCCCC2	-0.9	4.1	2.0	-5.1	1.0	-7.5	1.4	-4.5	1.1	-10.2
Cc1ccccc1-n1nnnc1SCC(C)C	-1.1	1.5	-5.2	5.7	-1.2	2.5	-1.0	6.6	-0.9	-3.5
Cc1ccc(CSc2nnc3nc(C)cc(C)n23)cc1	-2.2	0.0	3.6	-5.4	4.6	-1.4	2.3	-0.5	-0.9	1.4
c1ccc2c(OCCCCN3CCOCC3)cccc2c1	13.4	-2.3	4.4	2.7	-1.4	1.7	1.7	-1.5	-2.5	16.3
CN(C(=O)COC(=O)c1ccc2c(c1)OCCO2)C1CCCCC1	-3.2	4.1	-7.5	0.8	2.0	3.0	-4.9	-0.5	-3.0	-12.7
CC1CN(CCN2CC(C)N(C=O)CC2C)C(C)CN1C=O (stereo not given)	-2.8	-4.3	6.0	5.7	0.5	5.5	3.3	-1.8	0.9	9.1
O=c1nc(NCc2ccccc2Cl)cn[nH]1	-3.8	-4.7	-4.7	-0.7	6.8	8.2	-2.0	-1.5	-1.0	-18.7
O=[N+]([O-])c1cccnc1Sc1n[nH]c(-c2ccc(Cl)cc2)n1	4.8	-3.8	3.1	-1.8	-0.1	6.0	-0.6	-5.3	-1.4	-1.8
CCCCCCCCCCCCN1[C@@H](CC(=O)OC)c2cc(F)cc(F)c2S1(=O)=O	-3.7	-0.2	-9.8	-2.2	-0.4	-7.1	-1.6	5.8	-0.4	4.8
CCOC(=O)C1CCCN(Cc2cc(OC)c(O)c(OC)c2)C1 (stereo not given)	3.2	-0.6	6.6	4.9	1.6	-0.3	1.9	-0.3	-1.0	4.7
Cc1cc(=O)oc(C)c1C(=O)Nc1cccc(F)c1	-2.2	-1.8	-1.8	6.4	4.4	7.0	2.7	-8.0	-1.6	-0.9
CCOC(=O)C(NC(C)=O)(Nc1ccc(S(=O)(=O)Nc2nccs2)cc1)C(F)(F)F (stereo not given)	-6.4	-1.2	-8.6	-1.9	-1.6	-0.7	-2.3	2.9	0.4	4.4
c1ccc2c(Nc3nc(N4CCOCC4)c4ccccc4n3)cccc2c1	10.3	1.3	3.0	0.0	-4.0	-8.1	-0.5	3.8	-0.3	1.4
CC(=O)C1(O)CCC2C3CC(C)C4=CC(=O)CCC4(C)C3CCC21C (stereo not given)	8.8	4.0	1.9	-3.7	-1.9	.	-1.3	8.7	-2.1	-3.5
CC(=O)Nc1ccc(-c2cc3ccccc3o2)cc1	8.7	-3.0	-10.0	-0.8	-0.4	-4.8	-0.8	7.9	-0.1	-0.4
CCCc1cc(=O)oc2c(C)c(OCC(=O)N3C[C@H]4C[C@@H](C3)c3cccc(=O)n3C4)ccc12	-2.6	0.7	-4.5	-3.3	-1.7	-5.4	0.2	1.3	-0.9	8.2
COc1cc(C2/C(=C(\O)c3ccc4c(c3)CC(C)O4)C(=O)C(=O)N2Cc2ccco2)ccc1O (stereo not given)	9.2	-1.3	6.2	2.2	-7.5	3.8	-0.3	-0.1	2.2	7.0
Cc1nc2ccc(NC(=O)N3CCOCC3)cc2nc1C	1.3	-0.9	-0.1	-0.8	0.0	0.3	-0.7	-1.2	1.3	10.3

Source: PubChem BioAssay (The Scripps Research Institute Molecular Screening Center)
